Screens deposited in PubChem BioAssay by several laboratories.
TCR CD3 inh = inhibitors of human TCR-CD3 interaction, primary screen, biochemical, fluorescence, TAMRA-labeled TCR probe. inhibition, % at 9.4 µM. 360,000 tested, 0.37% active. AID 651800, 2012; in the data active = inhibition above about 19%;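 note: recombinant mutant TCR 2C K166C tagged with TAMRA read by polarization; 0% = receptor in buffer alone and 100% = receptor with positive control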
rCAG RNA binder = binders of r(CAG) RNA repeats, primary screen, biochemical, fluorescence; r(CAG) RNA repeat, TO-PRO-1 dye displacement fluorescence; inhibition, % at 3 µM; 370,000 tested, 1.3% active; AID 651821, 2012;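 active = inhibition above the plate cutoff, the mean of all test compounds on that plate plus 3 SD, cut at about 35% in these data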;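 note: 0% = DMSO alone and 100% = 100 µM mitoxantrone as full dye displacement; higher means more dye released from RNA so lower well fluorescence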
GC-A act = GC-A stimulated cGMP production enhancers – HEK293 GC-A cells, cGMP TR-FRET, EC30 ANP, primary screen | 0% at EC30 ANP, 100% saturating ANP | activation, % at 10 µM | 370,000 tested, 0.14% active | Atrial natriuretic peptide receptor 1 (Homo sapiens), P16066; in the data active = activation above about 40%
HTRA1 inhibitor = HTRA1 serine protease inhibitors, primary screen, biochemical, fluorescence polarization, HTS; Q92743; 340,000 tested, 0.5% active; AID 504803, 2011; recombinant HTRA1, FP-rhodamine activity-based probe; inhibition, % at 5.96 µM; in the data active = inhibition above about 36%;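 note: 0% = enzyme with DMSO and 100% = wells lacking enzyme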
SIAE primary = human SIAE inhibitors, primary screen, biochemical, fluorescence polarization, FP-Rh probe, 1536-well HTS. Sialate O-acetylesterase (Homo sapiens), Q9HAT2. SIAE FP-Rh probe binding. inhibition, % at 9.66 µM. 370,000 tested, 0.69% active. AID 1053197, 2014;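 active = inhibition above a cutoff: mean of compounds within the control limits plus 3 SD of those, cut at about 17% in these data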;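 note: 0% = plate median of compound wells and 100% = probe without SIAE protein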
Target sequence (Q9HAT2 whole entry, looked up): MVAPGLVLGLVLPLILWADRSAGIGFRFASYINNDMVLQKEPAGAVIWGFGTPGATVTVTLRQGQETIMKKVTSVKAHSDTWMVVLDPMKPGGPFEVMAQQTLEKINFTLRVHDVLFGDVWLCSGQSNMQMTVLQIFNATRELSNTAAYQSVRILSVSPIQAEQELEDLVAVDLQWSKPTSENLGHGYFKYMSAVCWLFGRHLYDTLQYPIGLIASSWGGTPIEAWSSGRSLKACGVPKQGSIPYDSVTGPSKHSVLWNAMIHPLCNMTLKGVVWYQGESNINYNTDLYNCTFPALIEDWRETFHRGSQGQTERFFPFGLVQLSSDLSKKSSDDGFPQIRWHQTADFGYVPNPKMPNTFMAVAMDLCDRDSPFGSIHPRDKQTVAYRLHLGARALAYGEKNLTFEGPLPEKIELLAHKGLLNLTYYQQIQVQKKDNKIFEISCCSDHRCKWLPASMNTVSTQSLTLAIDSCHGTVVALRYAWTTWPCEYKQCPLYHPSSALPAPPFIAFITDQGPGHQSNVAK
UHRF1 binding = UHRF1 methylated DNA binding inhibitors, primary screen, counter-screen for MBD2 inhibitor project, biochemical, TR-FRET, human UHRF1, single concentration. UHRF1 binding to methylated oligo. inhibition, % at 4.4 µM. 370,000 tested, 0.75% active; in the data active = inhibition above about 21%;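 note: UHRF1 SRA domain binding a hemimethylated CpG hairpin DNA probe; 0% = median of test compound wells and 100% = reference inhibitor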
NPR2 activator = human GC-B receptor activators, primary screen, HEK293 GC-B cells, cGMP TR-FRET, EC30 CNP; 0% at EC30 CNP, 100% saturating CNP; activation, % at 10 µM; 370,000 tested, 0.11% active;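 active = activation at 10 µM reaching about 35% in either raw or pattern-adjusted values, limit read from the data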
PRMT1 inh = PRMT1 methyltransferase inhibitors, primary screen, biochemical, fluorescence polarization; Protein arginine N-methyltransferase 1 (Homo sapiens), Q99873; recombinant PRMT1, activity-based probe fluorescence polarization; inhibition, % at 2.79 µM; 370,000 tested, 1.3% active;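 active = inhibition above about 21% made by adding two undisclosed values, limit read from the data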
MBD2 DNA inh = inhibitors of MBD2 binding to methylated DNA, primary screen, biochemical, TR-FRET, DNA-binding domain, human; inhibition, % at 4.4 µM; Methyl-CpG-binding domain protein 2 (Homo sapiens), Q9UBB5; MBD2 binding to methylated oligonucleotide; 370,000 tested, 0.31% active; in the data active = inhibition above about 13%
ABHD4 inh = ABHD4 inhibitors, primary screen, biochemical, fluorescence polarization, mouse; (Lyso)-N-acylphosphatidylethanolamine lipase (Mus musculus), Q8VD66; purified mABHD4, FP-Rh probe fluorescence polarization; inhibition, % at 8.92 µM; 370,000 tested, 0.54% active;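 active = inhibition exceeding the mean over every tested compound plus 3 SD, cut at about 30% in these data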;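 note: 0% = plate median of compound wells and 100% = S159A mutant with DMSO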
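Test system: mABHD4 protein; Read-out basis: % inhibition; Incubation: 45 min + 60 min at 25 °C; Repeats: single replicate; Technique: fluorescence polarization with parallel and perpendicular emission, 525/598 nm; Compound: 8.92 µM, single dose; Benchmarks: full inhibition S159A mutant plus DMSO, zero as sample-well median.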
Active calls of the source: *.

Short forms – A = TCR CD3 inh; B = rCAG RNA binder; C = GC-A act; D = HTRA1 inhibitor; E = SIAE primary; F = UHRF1 binding; G = NPR2 activator; H = PRMT1 inh; I = MBD2 DNA inh; J = ABHD4 inh
> O=C1C(=O)N(c2ccccc2)C(c2ccccc2[N+](=O)[O-])/C1=C(\O)c1ccccc1 (stereo unspecified)
  A = -8	B = 18	C = -1	D = 2	E = -1	F = 0	G = 5	H = 8	I = -2	J = 5

> CC(C)(C)OC(=O)C[C@@H]1C/C=C\C[C@@H](CC(=O)N[C@@H](CO)Cc2ccccc2)C(=O)NCCOC1=O
  A = -4	B = 0	C = -2	D = -8	E = 4	F = -2	G = 2	H = -3	I = -6	J = 4

> Cc1ccc(Cc2cnc(NC(=O)c3ccco3)s2)cc1
  A = -7	B = -1	C = 2	D = -30	E = -4	F = 1	G = 3	H = -2	I = -1	J = -6

> Cc1ccccc1NS(=O)(=O)c1cc(C(=O)N2CCCC2)ccc1Cl
  A = 3	B = 0	C = 1	D = 0	E = 3	F = -1	G = 0	H = -4	I = 2	J = 4

> Cc1ccc2c(cnn2C(=O)CCC(=O)NCc2cccc(Br)c2)c1
  A = -2	B = 2	C = 2	D = 2	E = 0	F = -2	G = -7	H = -3	I = -1	J = 2

> OCCC1CN(Cc2cnc(N3CCCC3)s2)CCN1C1CCCC1 (stereo unspecified)
  A = -3	B = -7	C = 0	D = 2	E = 0	F = 1	G = 4	H = 6	I = -3	J = 2

> O=C(Nc1cccc(-c2cn3cccnc3n2)c1)c1cccs1
  A = -3	B = 0	C = -2	D = -5	E = -8	F = -2	G = -1	H = 4	I = -4	J = 1

> S=C(NCCc1ccccc1)Nc1cccc2cnccc12
  A = 2	B = 2	C = 1	D = 3	E = 6	F = 0	G = -1	H = 1	I = 1	J = -3

> C/C(=N\NC(=O)c1nnn(-c2nonc2N)c1CSc1ccc(Cl)cc1)c1ccco1
  A = 6	B = 3	C = -4	D = -3	E = -5	F = -2	G = 0	H = -3	I = -5	J = -7

> N#Cc1cc([N+](=O)[O-])ccc1NC(=O)COC(=O)C1CCC(=O)N1 (stereo unspecified)
  A = 5	B = 4	C = 1	D = -3	E = 1	F = -2	G = -1	H = 0	I = 2	J = 8

> O=C(N=C1SC2CS(=O)(=O)CC2N1c1ccc(Cl)c(Cl)c1)C1CCCO1 (stereo unspecified)
  A = -5	B = 4	C = -2	D = 6	E = 10	F = 2	G = -4	H = 0	I = -5	J = -11

> COc1cc(NC(=O)N[C@@H](Cc2c[nH]c3ccccc23)C(=O)O)c(C(=O)O)cc1OC
  A = -2	B = 2	C = 5	D = 3	E = 6	F = -1	G = 2	H = -4	I = -2	J = 1

> COc1cc(CN2CCN(CC3CC3)CC2CCO)cc(OC)c1 (stereo unspecified)
  A = -11	B = -2	C = 0	D = 10	E = -5	F = 5	G = 1	H = 6	I = 0	J = -12

> COc1ccc(C(=O)C2CCCN(S(=O)(=O)c3ccccc3F)C2)c(C)c1 (stereo unspecified)
  A = 3	B = -4	C = 2	D = -17	E = 11	F = -2	G = -7	H = -3	I = 4	J = -6

> Cc1cc(C)nc(-n2nc(C)c(C3(O)C(=O)Nc4ccc(F)cc43)c2N)n1 (stereo unspecified)
  A = 5	B = -7	C = -3	D = -1	E = -1	F = -6	G = -1	H = -1	I = 0	J = 0

> CN(C)c1ccc(NC(=O)CN2C3CCCC2CC(NC(=O)c2ccccc2)C3)cc1 (stereo unspecified)
  A = 2	B = -9	C = -7	D = 1	E = 1	F = -3	G = -3	H = 1	I = -1	J = 3

> O=C(Nc1cccc(F)c1)Nc1ccc2c(c1)C(=O)OC2
  A = 0	B = 5	C = 2	D = 1	E = -11	F = -2	G = 3	H = 2	I = -2	J = -2

> COc1ccc(N(CC(=O)Nc2cc(OC)ccc2OC)S(=O)(=O)c2c(C)noc2C)cc1
  A = 0	B = -1	C = -7	D = -20	E = 0	F = -1	G = -6	H = -3	I = 2	J = -6

> CCc1cc2c(SCc3ccc(C(=O)OC)o3)ncnc2s1
  A = 1	B = 1	C = 2	D = -53	E = -2	F = -3	G = 2	H = -1	I = 3	J = -11

> CCCc1nn2c(=O)cc(CSCC(=O)Nc3ccc(C)cc3)nc2s1
  A = -5	B = -3	C = -1	D = 0	E = 2	F = 1	G = 0	H = 2	I = 3	J = 4

> NCC(c1ccccc1)(c1ccccc1)c1ccccc1
  A = -7	B = 8	C = -14	D = 3	E = 2	F = 18	G = -10	H = 1	I = 10	J = 6

> COc1ccc(CCN2C(=O)CN=C2Nc2ccc(F)cc2)cc1OC
  A = 6	B = -5	C = -5	D = -2	E = 3	F = 1	G = 4	H = 1	I = -4	J = 4

> C[C@H](NC(=O)Cn1cncn1)c1ccccc1
  A = 1	B = -1	C = 0	D = 3	E = -3	F = -3	G = 6	H = -2	I = 3	J = 4

> O=C1C(C2=C(O)c3ccccc3C2=O)=Nc2ccccc21
  A = -3	B = 44*	C = 0	D = 22	E = 10	F = -12	G = 4	H = 21*	I = -21	J = 40*

> O=C(CSC1=NC(=O)C(c2ccccc2)C(=O)N1)Nc1cccc(Cl)c1 (stereo unspecified)
  A = -1	B = 6	C = 1	D = -6	E = 0	F = -3	G = 4	H = 8	I = 2	J = 11

Exported with bars between the fields: 9 of the compounds above
smiles | TCR CD3 inh | rCAG RNA binder | GC-A act | HTRA1 inhibitor | SIAE primary | UHRF1 binding | NPR2 activator | PRMT1 inh | MBD2 DNA inh | ABHD4 inh
O=C(Nc1cccc(F)c1)Nc1ccc2c(c1)C(=O)OC2 | 0 | 5 | 2 | 1 | -11 | -2 | 3 | 2 | -2 | -2
COc1ccc(N(CC(=O)Nc2cc(OC)ccc2OC)S(=O)(=O)c2c(C)noc2C)cc1 | 0 | -1 | -7 | -20 | 0 | -1 | -6 | -3 | 2 | -6
CCc1cc2c(SCc3ccc(C(=O)OC)o3)ncnc2s1 | 1 | 1 | 2 | -53 | -2 | -3 | 2 | -1 | 3 | -11
CCCc1nn2c(=O)cc(CSCC(=O)Nc3ccc(C)cc3)nc2s1 | -5 | -3 | -1 | 0 | 2 | 1 | 0 | 2 | 3 | 4
NCC(c1ccccc1)(c1ccccc1)c1ccccc1 | -7 | 8 | -14 | 3 | 2 | 18 | -10 | 1 | 10 | 6
COc1ccc(CCN2C(=O)CN=C2Nc2ccc(F)cc2)cc1OC | 6 | -5 | -5 | -2 | 3 | 1 | 4 | 1 | -4 | 4
C[C@H](NC(=O)Cn1cncn1)c1ccccc1 | 1 | -1 | 0 | 3 | -3 | -3 | 6 | -2 | 3 | 4
O=C1C(C2=C(O)c3ccccc3C2=O)=Nc2ccccc21 | -3 | 44* | 0 | 22 | 10 | -12 | 4 | 21* | -21 | 40*
O=C(CSC1=NC(=O)C(c2ccccc2)C(=O)N1)Nc1cccc(Cl)c1 (stereo unspecified) | -1 | 6 | 1 | -6 | 0 | -3 | 4 | 8 | 2 | 11

A portion of the library (hit frequency here may not be typical).
